Apaf1 inhib – blocks human Apaf-1 apoptosome activity | O14727 | reconstituted apoptosome caspase-3 activity, DEVD-Rh110 fluorescence | inhibition, % at 20 µM | 330,000 compounds, 0.71% hits; active = inhibition of at least 40% at 20 µM;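 note: plate controls were DMSO wells for no effect and DEVD-CHO caspase inhibitor wells for full effect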
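Material: reconstituted apoptosome with Apaf-1, cytochrome c, caspase-9, procaspase-3, dATP / Buffer or medium: pH 7.5 Hepes buffer with CHAPS, BSA, DTT / Also added: cytochrome c with DEVD-Rh110 / Schedule: compound with Apaf-1, dATP, procaspase-3 30 min, then 50 min reaction, room temperature / Technique: rhodamine 110 fluorescence at Ex 480/Em 540 nm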
EBI2 block – EBI2 (human) antagonism; P32249; EBI2 beta-arrestin recruitment, luminescence, 7a,25-OHC stimulated; inhibition, % at 5 µM; 360,000 compounds, 0.81% hits; AID 651636; in the data active = inhibition above about 38%;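 note: enzyme fragment complementation signal reports receptor beta-arrestin coupling in cells; 0% = agonist plus DMSO wells and 100% = wells without agonist; some results beyond the cut were filed as inactive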
Target sequence (P32249 whole entry, looked up, the tested form may be a part): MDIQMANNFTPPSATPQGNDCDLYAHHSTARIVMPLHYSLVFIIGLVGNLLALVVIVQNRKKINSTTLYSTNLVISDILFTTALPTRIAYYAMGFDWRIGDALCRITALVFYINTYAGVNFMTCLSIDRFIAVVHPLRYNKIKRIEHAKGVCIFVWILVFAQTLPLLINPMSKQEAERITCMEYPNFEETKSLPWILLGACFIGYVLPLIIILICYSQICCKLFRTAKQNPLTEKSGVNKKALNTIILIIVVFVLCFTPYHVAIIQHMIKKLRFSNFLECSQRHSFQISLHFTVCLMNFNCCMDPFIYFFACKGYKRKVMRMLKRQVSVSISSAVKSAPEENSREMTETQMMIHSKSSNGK
Gli-Sufu block – Gli-Sufu pathway antagonism | Sufu-KO-LIGHT fibroblasts, Gli luciferase reporter luminescence | 340,000 compounds, 0.74% hits | inhibition, % at 5 µM;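 active = inhibition above about 55%, limit read from the data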;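 note: 0% = DMSO-treated cells and 100% = wells with medium but no cells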
Jurkat NFkB inh – lowers PMA/ionomycin-induced NF-kB signal in Jurkat cells | PMA/ionomycin-induced NF-kB luciferase reporter, luminescence | inhibition, % at 4 µM | 330,000 compounds, 0.53% hits
UBC13 inh – inhibitors of human UBC13 polyubiquitin chain formation. inhibition, % at 20 µM. AID 485273. P61088. 330,000 compounds, 0.47% hits. TR-FRET; in the data active = inhibition above about 45%, passing the limit was not always enough
Target sequence (P61088 whole entry, looked up): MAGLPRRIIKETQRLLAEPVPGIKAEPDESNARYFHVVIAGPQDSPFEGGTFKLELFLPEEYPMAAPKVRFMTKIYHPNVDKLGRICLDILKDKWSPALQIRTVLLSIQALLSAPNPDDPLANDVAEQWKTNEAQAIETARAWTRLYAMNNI
SENP8 block – blocks the human protease SENP8; Q96LD8; purified SENP8, Z-RLRGG-aminoluciferin cleavage, luminescence; inhibition, % at 10 µM; 330,000 compounds, 1.2% hits; AID 2540
CCR6 antag – CCR6 (human) receptor antagonism | P51684 | CHO-K1 CCR6 PathHunter beta-arrestin, luminescence, CCL20-stimulated | inhibition, % at 20 µM | 340,000 compounds, 0.49% hits;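 active = compounds whose inhibition of the agonist-driven luminescence signal at 20 µM reaches about 50%, limit read from the data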;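 note: cells stimulated with CCL20 at 14 nM final; plate controls were DMSO with CCL20 for no effect and DMSO without agonist for full effect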
Target sequence (P51684 whole entry, looked up): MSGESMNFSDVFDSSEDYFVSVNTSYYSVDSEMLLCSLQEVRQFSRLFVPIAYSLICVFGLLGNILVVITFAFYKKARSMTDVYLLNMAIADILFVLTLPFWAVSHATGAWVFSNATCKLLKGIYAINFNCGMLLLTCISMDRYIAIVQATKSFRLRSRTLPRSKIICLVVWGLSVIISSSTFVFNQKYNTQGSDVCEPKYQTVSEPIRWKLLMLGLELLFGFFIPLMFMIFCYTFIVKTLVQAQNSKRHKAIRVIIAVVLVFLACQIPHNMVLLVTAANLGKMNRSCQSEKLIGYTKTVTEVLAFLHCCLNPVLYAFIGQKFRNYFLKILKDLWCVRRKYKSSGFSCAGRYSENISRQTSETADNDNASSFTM
697 NFkB inh – inhibitors of the PMA/ionomycin-induced NF-kB reporter in 697 B cells; AID 435022; inhibition, % at 4 µM; 697 B-cell NF-kB luciferase reporter, 16 h; 330,000 compounds, 0.33% hits; in the data active = inhibition above about 35%
* = called active by the depositor; . = not tested or not shown; & = joins results of further samples. Cut-off read from the data, not from the text of the source, unless noted: active = inhibition above about 50%; inactive = the rest. Only part of the results is shown, so the mix of outcomes need not match the whole.

SMILES	Apaf1 inhib	EBI2 block	Gli-Sufu block	Jurkat NFkB inh	UBC13 inh	SENP8 block	CCR6 antag	697 NFkB inh
O=C(N/N=C/c1cccc(Cl)c1)C(c1ccncc1)N1CCOCC1 (centres undefined)	-3	-24	4	9	2	3	3	8
O=C(Cn1nc(C(=O)O)c2ccccc2c1=O)c1c[nH]c2ccccc12	21	77*	6	-10	-2	-6	9	-2
COc1ccc(NS(=O)(=O)c2cccc(C(=O)OCC(=O)Nc3cc(C)on3)c2)cc1	5	0	2	5	-3	8	-10	15
COc1ccc([C@H]2CC(=O)C=C(c3cccc(Cl)c3O)C2)cc1OC	4	15	-23	7	13	7	13	14
CC(c1ccncc1)C(C)c1ccncc1 (centres undefined)	-2	-7	-11	-8	-5	-5	-4	-8
CCN(CC)S(=O)(=O)c1cccc(C(=O)N/N=C2\CC(=O)CC(C)(C)C2)c1	-3	-14	3	11	-9	6	4	6
CCN1C(=NCc2ccc(OC)cc2)N[C@@H](c2ccccc2)[C@H](C(=O)OC)[C@H]1C	-4	8	19	-9	8	11	11	3
O=C(Nc1ccccc1Oc1cccnc1)C1CCCN(Cc2ccc(F)cc2)C1 (centres undefined)	7	6	23	7	2	-2	9	19
Cn1cccc1Cc1nnc(SCC(=O)N2CCCCCC2)n1CCc1ccccc1	-3	33	4	5	-4	6	1	19
CN(C)Cc1c(C(=O)N/N=C/C2CC=CCC2)nnn1-c1nonc1N (centres undefined)	-3	-8	22	-1	6	8	-1	8
Cc1ccc(S(=O)(=O)Nc2ccc3c(c2)ncn3C(C)(C)C)cc1	-18	2	-2	-8	8	-3	0	6
CCCS(=O)(=O)N1CCCC(C(=O)NCCN(CC)c2ccccc2)C1 (centres undefined)	-5	0	-1	5	4	7	-10	12

Next part, starting with the last 2 of the part before.
SMILES	Apaf1 inhib	EBI2 block	Gli-Sufu block	Jurkat NFkB inh	UBC13 inh	SENP8 block	CCR6 antag	697 NFkB inh
Cc1ccc(S(=O)(=O)Nc2ccc3c(c2)ncn3C(C)(C)C)cc1	-18	2	-2	-8	8	-3	0	6
CCCS(=O)(=O)N1CCCC(C(=O)NCCN(CC)c2ccccc2)C1 (centres undefined)	-5	0	-1	5	4	7	-10	12
Cc1nn(-c2ccccc2)c2c1C(c1cccc([N+](=O)[O-])c1)N(c1ccccc1)C(=O)N2 (centres undefined)	0	-16	-9	3	-3	3	10	4
Cc1cccc2sc(NC(=O)C3CCCN(S(=O)(=O)c4cccc5nonc45)C3)nc12 (centres undefined)	12	14	0	3	-5	3	-5	2
N#Cc1c(SCC(N)=O)nc(-c2ccccc2)c2c1CCCC2	3	5	-2	9	8	7	22	17
CN=C1SC(CC(=O)NCCc2ccc(OC)c(OC)c2)C(=O)N1C (centres undefined)	-2	0&-10	4&-3	-9	-1	1	7&0	-2
COC(=O)C1CCCCN1C(=O)c1cccc(OC2CCN(C(=O)C3CC3)CC2)c1 (centres undefined)	-8	-8	0	7	1	7	7	11
CC(C)c1ccc(NC2CCCN(C(=O)c3cc(C(C)C)[nH]n3)C2)cc1 (centres undefined)	9	-3	-8	-6	-1	1	24	2
CCCC(=O)C1=C(O)C(C(=O)OC)C(C)(C)CC1=NC(C)(C)C (centres undefined)	1	4	15	8	4	0	6	16
COc1ccc(C(=O)NCc2ccc(-c3nc4ccccc4s3)cc2)cc1OC	-7	19	1	-73	11	0	10	-59
O=C(NC(=S)NNC(=O)c1ccccc1O)c1ccc([N+](=O)[O-])cc1	-2	10	-10	-14	-3	49	28	-18
COc1ccc(-c2cn(/N=C/c3ccc(Cl)cc3Cl)c(N)n2)cc1	-1	4	3	-1	-6	-6	-16	-13
OCCNCCCCOc1cccc(Br)c1	-7	-1	2	3	-11	-8	6	-38
CCOC(=O)N1CCC(NC(=O)C2CCCN(Cc3nc(-c4cccc(Cl)c4)oc3C)C2)CC1 (centres undefined)	12	-3	54	18	7	1	12	-8
O=C(CCc1ccccc1)NCc1ccccc1	3	-3	-11	-32	5	-1	17	-1
Cc1cccc(N(C(=O)CNC(=O)c2ccco2)C(C(=O)NCC2CCCO2)c2ccccc2)c1 (centres undefined)	-6	-1	7	2	6	-3	0	13
Cc1ccc(C(C(=O)NC2CCCCC2)N(C(=O)c2csnn2)C2CC2)cc1 (centres undefined)	3	5	-4	2	8	1	20	19
Cc1oc(-c2ccccc2Cl)nc1CS(=O)CC(=O)NCc1cccs1 (centres undefined)	4	-2	-1	0	0	3	10	-2
CC(C)[C@@H]1C=C(C(=O)O)O[C@H](OCCCCO)C1	1	-14	-9	2	-10	-1	-1	21
CCOC(=O)C1CCN(C(=O)COC(=O)C23CC4CC(CC(C4)C2)C3)CC1	-6	-4	-7	5	9	6	8	-1
CC(=O)Nc1ccc(Oc2ccccc2)cc1	0	-2	-3	-7	-7	-3	6	-26
COc1cccc(CCc2nnc(N)s2)c1	-3	-3	-1	11	0	9	4	13
CCOC(=O)NC(Nc1cc(C)ccn1)(C(F)(F)F)C(F)(F)F	-16	9	1	7	7	3	3	3
Cc1cc(NC(=O)CSCC(=O)Nc2ccccc2N2CCCCC2)no1	17	2	-6	-12	-6	4	13	-3
Cc1cccc(NC(=O)c2ccc(S(=O)(=O)N3CCCCC3)cc2)c1	14	16	-8	-10	-4	-7	15	-19
COc1ccc2c(c1)nc(SCC(C)O)n2C (centres undefined)	-12	-1	-7	-2	0	-11	21	-8

Profiles from above. Screens in order: Apaf1 inhib	EBI2 block	Gli-Sufu block	Jurkat NFkB inh	UBC13 inh	SENP8 block	CCR6 antag	697 NFkB inh
Results for CCOC(=O)NC(Nc1cc(C)ccn1)(C(F)(F)F)C(F)(F)F → -16	9	1	7	7	3	3	3
Results for Cc1cccc(N(C(=O)CNC(=O)c2ccco2)C(C(=O)NCC2CCCO2)c2ccccc2)c1 (centres undefined) → -6	-1	7	2	6	-3	0	13

(cont.)
SMILES	Apaf1 inhib	EBI2 block	Gli-Sufu block	Jurkat NFkB inh	UBC13 inh	SENP8 block	CCR6 antag	697 NFkB inh
COc1cc2c(cc1NC(=O)COC(=O)CNC(=O)c1ccccc1)oc1ccccc12	14	9	13	-117	-7	-3	-7	-50
CCOc1nc(N2CCOCC2)nc(N2CCOCC2)n1	2	-10	-3	-7	-5	-7	-12	12
O=C(COC(=O)c1ccccc1C(=O)c1ccccc1)Nc1ccc(SC(F)F)cc1	11	-31	-5	-1	9	-4	25	-19
CCOC(=O)C1=C(C)NC(=O)CC1c1ccccc1 (centres undefined)	14	8	-1	-4	-8	3	10	-35
O=C(COc1cccc2c1CCNC2=O)NC1CCCCC1	6	2	0	-11	5	16	-5	-5
CCn1c(=O)c2sccc2n2c(CCCC(=O)NCCc3ccc(S(N)(=O)=O)cc3)nnc12	20	3	-9	-1	2	0	-2	6
CC(N=Cc1cc([N+](=O)[O-])ccc1O)c1ccccc1 (centres undefined)	7	-15	-6	1	-2	-5	30	2
CN(c1ccccc1)S(=O)(=O)c1cc(C(=O)OCC(=O)N2CCN(C(=O)c3ccco3)CC2)ccc1Cl	2	-4	5	-7	-2	0	12	3
CCOC(=O)c1cnc(N2CCN(c3ccccc3)CC2)[nH]c1=O	2	1	11	-1	-1	-2	-4	8
COCc1cc(=O)n2[nH]c(N)nc2n1	-22	0	2	-5	4	0	15	15
O=C(NCC1CCCO1)C(c1ccncc1)N(Cc1ccc(F)cc1)C(=O)CN1C(=O)c2ccccc2S1(=O)=O (centres undefined)	-6	1	5	-10	8	0	-4	18
Cc1ccc(CCNC(=O)C2CC(c3ccccc3[N+](=O)[O-])=NO2)cc1 (centres undefined)	2	25	9	-7	2	-13	-2	17

Part of the list above, reduced to Gli-Sufu block:
smiles	Gli-Sufu block
CCN(CC)S(=O)(=O)c1cccc(C(=O)N/N=C2\CC(=O)CC(C)(C)C2)c1	3
CCN1C(=NCc2ccc(OC)cc2)N[C@@H](c2ccccc2)[C@H](C(=O)OC)[C@H]1C	19

(further entries)
SMILES	Apaf1 inhib	EBI2 block	Gli-Sufu block	Jurkat NFkB inh	UBC13 inh	SENP8 block	CCR6 antag	697 NFkB inh
O=C(O)CSc1nc2ccccc2s1	-22	-7	-2	9	14	0	3	3
COc1cccc(OCc2cc(/C=N/NC(=O)c3nc(Cl)c(Cl)c(N)c3Cl)ccc2OC)c1	5	-3	7	-7	-21	-5	-15	-6
CC(=O)Nc1ccc(CN2CCC(Oc3ccc(C(=O)N4CCCC4)cc3)CC2)cc1	10	-17	10	11	-6	6	20	-2
O=C(Nc1ccn(Cc2c(F)c(F)c(F)c(F)c2F)n1)c1ccc(COc2ccccc2Cl)cc1	-11	17	4	18	-7	1	10	-17
O=C(COC(=O)Cn1cnc2ccccc21)Nc1ccccc1C(F)(F)F	-7	-6	-4	14	7	8	1	14
COc1cccc(CN2C(=O)CCC2(C)C(=O)NC2CCCCC2)c1 (centres undefined)	0	-1	-8	-9	-3	-2	3	-15
COc1cc(S(=O)(=O)NCc2ccccn2)ccc1Cl	-1	-6	15	-21	-2	5	6	-24
COc1ccccc1CNC(=O)COC(=O)c1ccc(Cl)nc1	0	-3	8	5	5	-2	11	2
CN(C)/C=C/C(=O)c1ccc([N+](=O)[O-])c(CS(=O)(=O)c2ccccc2)c1	5	-8	24	-1	-10	8	6	-11
Cc1ccc(S(=O)(=O)N2CCCC2C(=O)O)cc1 (centres undefined)	0	-5	6	-6	6	-1	8	21
COc1ccc(-c2noc(CCC(=O)N3CCN(c4ccccc4Cl)CC3)n2)cc1	17	-8	-2	.	.	.	7	7
CCC(CCC(=O)Nc1cccc([N+](=O)[O-])c1)C(=O)O (centres undefined)	-2	5	-2	7	-2	-1	8	7
Nc1c(C(=O)NCc2ccccc2)sc2nc3c(cc12)C(=O)CCC3	8	9	-19	0	-16	-1	2	9
COC(=O)c1c(S(C)(=O)=O)nc(-c2ccccc2)[nH]c1=O	-1	-14	-7	-3	3	-3	0	13
CC1CCN(C(=O)COc2cccc3c2CCN(C)C3=O)CC1	-3	2	-9	3	-4	1	8	13
COc1ccc(C(=O)/C=C/c2ccc(O)cc2)c(O)c1C/C=C(\C)CCC=C(C)C	10	35	6	11	-6	11	23	-7
COc1ccc(NC(=O)CSCc2ccc(C#N)cc2)c(OC)c1	-5	-7	-8	8	-2	3	4	-1
COc1ccc(/C=C(/NC(=O)c2ccccc2)C(=O)NCc2ccco2)cc1	-1	-5	6	-3	3	8	1	5
CCOC(=O)C1CCCN(C(=O)c2ccc(S(=O)(=O)N3CCOCC3)cc2)C1 (centres undefined)	3	1	-1	-10	9	7	10	12
COc1ccc2cc(C[C@@H]3CC[C@@H](CO)O3)ccc2c1	7	-7	-97	.	.	.	1	-134
Cc1ccc(S(=O)(=O)N2CCCC2C(=O)n2nc(C)cc2C)cc1 (centres undefined)	4	-16	.	5	1	5	9	-12
O=C(c1ccco1)N(Cc1cc2ccccc2[nH]c1=O)C1CCCCC1	3	-5	-2	-17	8	7	5	1
O=C(COC(=O)Cc1ccccc1F)Nc1ccc2c(c1)OCCO2	-1	2	1	4	5	-3	5	-13
COc1cccc(NC(=O)CSc2nc3ccccc3c3nc4ccccc4n23)c1	2	7	4	31	-12	6	7	-15
O=C(NCC1CCCO1)c1ccc(NC(=O)c2cc(F)c(F)cc2Cl)cc1 (centres undefined)	-3	1	-12	-22	-10	2	10	-44
COc1cc(C)nc(-c2csc(C)n2)n1	-14	-1	2	-7	-2	6	-11	11
CC(=O)c1ccc(NC(=O)CSc2ccc3nnc(-c4cccnc4)n3n2)cc1	-4	-3	-7	2	-9	-9	2	0
COc1ccccc1C(=O)Nc1ccc2c(c1)nc(CN1CCCCC1)n2C	1	0	-37	-18	-1	-7	3	-19
COc1cc(C(=O)NCC(c2ccco2)N2CCCC2)ccc1OCc1ccccc1 (centres undefined)	1	3	5	-9	9	-5	-1	-6

Single values from the entries so far.
O=C(O)CSc1nc2ccccc2s1 in CCR6 antag → 3
O=C(NCC1CCCO1)C(c1ccncc1)N(Cc1ccc(F)cc1)C(=O)CN1C(=O)c2ccccc2S1(=O)=O (centres undefined) in Apaf1 inhib → -6
N#Cc1c(SCC(N)=O)nc(-c2ccccc2)c2c1CCCC2 in CCR6 antag → 22
